Abeta yeast res: qHTS for compounds that reverse cellular toxicity of Amyloid beta (A-beta) peptide in yeast: Primary Screen. yeast expressing A-beta42, growth rescue, OD600, 48 h; response scale: 0% DMSO, 100% iron-clioquinol control. Potency, µM (doses to about 46.1 µM), inactives show at the top dose growth rescue, most hits filed as activators. hit rate 0.063% among 410,000; further: potency means the concentration at half of the fitted maximal effect; nearly all actives have a fitted effect of over 55% in size
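Yeast A-beta toxicity model in growth medium with pinned compounds, 48 h at 30 C; growth read as absorbance at 600 nm. Normalized to FeCl3/clioquinol equimolar mix (positive) and DMSO (negative).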
IL2 activator: qHTS of IL-2 Activators; activation, % (series mostly up to about 46 µM); hit rate 0.065% among 360,000; IL-2 activation reporter assay, cell-based qHTS; stimulated with anti-CD3/CD4/CD28 beads; in transgenic mouse T cells; in the data active means activation above about 50%; inconclusive means mostly about 30% to 49%; further: 0% is about no effect
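Unstimulated transgenic mouse T cells, 750 per well, received compound and, after 60 minutes, anti-CD3/anti-CD4 bead plus anti-CD28 stimulation. EGFP and DsRed were quantified after 18 hours.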
PLK1 PBD inh: qHTS for Inhibitors of PLK1-PDB (polo-like kinase 1 - polo-box domain): Primary Screen; Serine/threonine-protein kinase PLK1 (Homo sapiens), P53350; Plk1 PBD binding of FITC phosphopeptide, fluorescence polarization; Potency, µM, without a hit: max response, negative = inhibition, actives largely listed as inhibitors; hit rate 2.8% among 360,000; further: potency means the concentration at half of the fitted maximal effect; series mostly up to about 57 µM; on the % scale 0 is the no-effect control and ±100 the full control effect; nearly all actives have a fitted effect of over 65% in size
Target sequence (P53350 whole entry, looked up, the tested form may be a part): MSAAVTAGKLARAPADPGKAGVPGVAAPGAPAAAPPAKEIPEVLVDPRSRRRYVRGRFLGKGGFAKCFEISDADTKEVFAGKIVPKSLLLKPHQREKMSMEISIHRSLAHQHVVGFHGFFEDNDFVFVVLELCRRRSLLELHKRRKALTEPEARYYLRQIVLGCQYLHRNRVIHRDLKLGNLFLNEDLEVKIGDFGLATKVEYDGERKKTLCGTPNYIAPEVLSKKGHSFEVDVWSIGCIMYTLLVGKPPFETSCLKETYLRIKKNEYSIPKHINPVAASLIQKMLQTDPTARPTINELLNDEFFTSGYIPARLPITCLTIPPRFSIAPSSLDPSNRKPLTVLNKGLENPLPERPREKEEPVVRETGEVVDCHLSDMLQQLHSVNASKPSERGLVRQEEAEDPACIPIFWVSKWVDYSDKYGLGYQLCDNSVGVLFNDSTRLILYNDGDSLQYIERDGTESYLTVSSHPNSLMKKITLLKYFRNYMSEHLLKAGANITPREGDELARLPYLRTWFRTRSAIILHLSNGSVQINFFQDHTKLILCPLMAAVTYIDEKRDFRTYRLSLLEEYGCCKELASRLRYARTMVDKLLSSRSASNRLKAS
EPAC1 antagonist: qHTS for Antagonist of cAMP-regulated guanine nucleotide exchange factor 3 (EPAC1): primary screen; Rap guanine nucleotide exchange factor 3 (Homo sapiens), O95398; EPAC1 GEF assay, Rap1b-BODIPY-GDP exchange fluorescence; Potency, µM (top dose mostly 115 µM), for inactives: at the top dose activity change, negative = inhibition, usual class: inhibitors; hit rate 0.14% among 360,000; AID 720709, 2013;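 further: potency means the concentration at half of the fitted maximal effect; plate controls were vehicle for no effect and positive control for full effect; nearly all actives have a fitted effect of over 50% in size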
aSyn yeast inh: qHTS of alpha-syn Inhibitors | AID 652106, 2013 | Potency, µM (highest dose often 46.1 µM), for the others: at the highest dose growth rescue (activation), actives largely listed as activators | hit rate 0.14% among 370,000 | Yeast expressing alpha-synuclein, growth rescue, BacTiter-Glo, 24 h; further: potency means the concentration at half of the fitted maximal effect; % of control where 0% means no effect; nearly all actives have a fitted effect of over 65% in size
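Readout is rescue of growth in alpha-synuclein-expressing yeast, so inhibitors of toxicity appear as activators. Growth after 24 hr at 30 deg C in galactose medium is quantified by luminescence.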
FUS suppressor: qHTS for Suppressors of FUS Proteinopathy: Primary screen using FUS-linked yeast assay; S. cerevisiae FUS-expressing, growth rescue, OD600, 24 h; Potency, µM (top dose mostly 76.6 µM), for inactives: at the top dose growth rescue (activation), actives largely listed as activators; hit rate 0.24% among 390,000;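 further: potency means the concentration at half of the fitted maximal effect; plate controls were DMSO vehicle for no effect and reference control for full effect; nearly all actives have a fitted effect of over 55% in size; some results filed as inactive show a strong effect at the top dose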
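Yeast expressing FUS under galactose induction, OD 0.005 in 2% galactose medium; compounds in a dilution series, 24 h at 30C. Growth rescue by absorbance at 600 nm; CP55940 positive control, DMSO negative.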
EPAC1 ag: qHTS for Agonist of cAMP-regulated guanine nucleotide exchange factor 3 (EPAC1): primary screen; Rap guanine nucleotide exchange factor 3 (Homo sapiens), O95398; EPAC1 agonist qHTS, biochemical assay; response scale: 100% = response to 6.5 mM cAMP; Potency, µM (doses to about 154 µM), without a hit: at the highest dose activation, hits mostly activators; hit rate 0.073% among 360,000; further: potency means the concentration at half of the fitted maximal effect; nearly all actives have a fitted effect of over 60% in size
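Fluorescent GDP-exchange assay: 100 nM EPAC1 with 250 nM Rap1B preloaded with BODIPY-GDP and 50 uM GDP; compounds tested as concentration series, 5 min at room temperature, then read every 5 min for 30 min (ex 480/em 540 nm); normalized to 6.5 mM cAMP.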
PI5P4K alpha inh: qHTS for Inhibitors of phosphatidylinositol 5-phosphate 4-kinase (PI5P4K) | hit rate 1.2% among 330,000 | Phosphatidylinositol 5-phosphate 4-kinase type-2 alpha (Homo sapiens), P48426 | PI5P4Kalpha enzyme, ADP-Glo luminescence, 60 min; active compounds read low | max response, %; active means max response of -50% or lower; inconclusive means between -30% and -50%; inactive means -30% or higher; further: value at the top dose of about 77 µM; on the % scale 0 is the no-effect control and ±100 the full control effect
Target sequence (P48426 whole entry, looked up): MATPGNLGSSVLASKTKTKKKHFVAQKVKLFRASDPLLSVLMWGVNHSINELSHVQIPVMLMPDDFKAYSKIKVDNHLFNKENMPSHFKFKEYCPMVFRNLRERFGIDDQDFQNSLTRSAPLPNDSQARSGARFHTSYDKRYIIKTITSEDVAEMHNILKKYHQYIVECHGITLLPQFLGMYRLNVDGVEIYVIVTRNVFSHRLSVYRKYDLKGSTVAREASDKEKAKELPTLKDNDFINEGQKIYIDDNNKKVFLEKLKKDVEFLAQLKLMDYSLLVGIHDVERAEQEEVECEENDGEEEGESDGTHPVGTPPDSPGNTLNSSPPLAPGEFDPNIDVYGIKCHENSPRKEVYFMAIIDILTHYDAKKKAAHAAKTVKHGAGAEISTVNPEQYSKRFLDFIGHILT
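Single end-point luminescence (ADP-Glo) quantified ADP from PI5P4Kalpha turnover; ATP 5 microM final, 1 h at RT, 0.1% CHAPS and 0.28 mM EGTA in HEPES pH 7.4.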
WRN inhibitor: qHTS for Inhibitors of WRN Helicase | Bifunctional 3'-5' exonuclease/ATP-dependent helicase WRN (Homo sapiens), Q14191 | WRN helicase unwinding, fluorescent forked duplex, kinetic | Potency, µM (titrated, usually from 114 µM), inactives show top-dose activity change, negative = inhibition, usual class: inhibitors | hit rate 0.46% among 360,000; further: potency means the concentration at half of the fitted maximal effect; on the % scale 0 is the no-effect control and ±100 the full control effect; nearly all actives have a fitted effect of over 55% in size
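Screening of the MLSMR collection measured strand separation of a quenched forked DNA duplex (100 nM) by 20 nM WRN with 2 mM ATP, all final. Compounds were preincubated with enzyme 15 min at room temperature.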
* marks the source's active call; other numbers are inactive results; ? = inconclusive; . = no result given; & = joins results of further samples; [ ] = remark or other dose. Unless noted, the call rests on the fitted dose curve; in most records, active means well fitted curve in the direction sought with a large enough effect; inconclusive means small, poorly fitted or top-dose-only effect, or another doubt; inactive means no such curve, though single readings can be large; an effect the other way counts as inactive or inconclusive.

1. N#Cc1ccccc1CSc1nc(O)cc(=O)[nH]1
2. C=CCNC(=O)CSCc1ccc(Br)cc1
3. Nc1cc2c(cc1[N+](=O)[O-])OCO2
4. Oc1ccccc1C=NN=CC=Cc1ccccc1
5. O=C1C(=O)N(CCN2CCOCC2)C(c2ccccn2)/C1=C(/O)c1ccc(F)cc1 (stereo unspecified)
6. COc1cccc(C(=O)N(Cc2cc3cc(C)ccc3[nH]c2=O)C(C)C)c1

Compound	1	2	3	4	5	6
Abeta yeast res	3%	3%	5%	0%	-8%	11%
IL2 activator	-2.0	0.7	-3.3	-4.6	-0.2	0.0
PLK1 PBD inh	-2%	-14%	-17%	3%	11µM*	3%
EPAC1 antagonist	-5%	-2%	-29%	-5%	2%	6%
aSyn yeast inh	-1%	0%	0%	16%	-1%	3%
FUS suppressor	3%	-6%	-8%	.	22%	-4%
EPAC1 ag	0%	5%	-4%	-3%	0%	0%
PI5P4K alpha inh	-11	-7	-60*	-7	?	1
WRN inhibitor	-2%	3%	-21%[57.1 µM]	5%	-18%	0%

7. Cc1ccccc1Cn1cnc2c(cnn2C(C)(C)C)c1=O
8. C/C(=N/NC(=O)CN1CCN(Cc2ccccc2Cl)CC1)c1ccco1
9. CCN(CC)CCCNC(=O)CN1N=C(c2ccc(OC)cc2)CCC1=O
10. CC(C)(C)OC(=O)N[C@@H](/C=C/c1ccccc1)C(=O)OC(C)(C)C
11. CCOc1ccc(CN2CCN(Cc3[nH]c4ccc(OC)cc4c3C)CC2CCO)cc1 (stereo unspecified)
12. COc1ccc(CCNC(=O)c2c(Cl)ccc(Cl)c2OC)cc1OC

Compound	7	8	9	10	11	12
Abeta yeast res	-19%	2%	-1%&-9%	-23%	-4%	14%
IL2 activator	-0.3	-0.6	-2.2	1.5	-0.8	-2.4
PLK1 PBD inh	-9%	-2%	1%	-7%	-11%	7%
EPAC1 antagonist	-16%	7%	4%	-17%	3%	-7%
aSyn yeast inh	-2%	1%	-2%	5%	0%	6%
FUS suppressor	1%	27%	-6%&-2%	4%	13%	6%
EPAC1 ag	-2%	9%	-7%	-11%	3%	1%
PI5P4K alpha inh	3	5	0	-2	5	0
WRN inhibitor	-2%	-8%	-4%	3%	2%	0%[57.1 µM]

13. N#CC1=C2SCN(Cc3ccco3)CN2C(=O)CC1c1c(F)cccc1Cl (stereo unspecified)
14. Nc1ccc(-c2nc3ccc(N)cc3s2)cc1
15. Cc1ccc(-n2c(C)nn(CC3CC3)c2=O)cc1
16. CN(C)S(=O)(=O)c1ccc(S(=O)(=O)N(CC(=O)Nc2ccccc2)CC2CCCO2)cc1 (stereo unspecified)
17. CC(=O)Nc1ccc(NC(=O)c2sc3nc4c(c(-c5ccc(C)cc5)c3c2N)CCC4)cc1
18. CCCc1cc(N2CCC(C(N)=O)CC2)nc(-c2ccccc2)n1

Compound	13	14	15	16	17	18
Abeta yeast res	10%	-20%	-11%	8%	1%	1%
IL2 activator	2.3	0.0	0.4	0.8	-1.4	1.3
PLK1 PBD inh	27µM*	0%	-4%	-5%	-10%	-15%
EPAC1 antagonist	-14%	2%	1%	-11%	-4%	-21%
aSyn yeast inh	3%	4%	-4%	5%	0%	1%
FUS suppressor	18%	26%	-15%	-29%	-5%	11%
EPAC1 ag	1%	-4%	-5%	7%	3%	-6%
PI5P4K alpha inh	-50*	-9	8	-6	0	1
WRN inhibitor	-7%	-13%	-3%	-20%	-9%	10%

Reprinted from the part before: 4 compounds, then new ones.
15. Cc1ccc(-n2c(C)nn(CC3CC3)c2=O)cc1
16. CN(C)S(=O)(=O)c1ccc(S(=O)(=O)N(CC(=O)Nc2ccccc2)CC2CCCO2)cc1 (stereo unspecified)
17. CC(=O)Nc1ccc(NC(=O)c2sc3nc4c(c(-c5ccc(C)cc5)c3c2N)CCC4)cc1
18. CCCc1cc(N2CCC(C(N)=O)CC2)nc(-c2ccccc2)n1
19. CC(=O)c1[nH]c(C)c(C(=O)N2CCCC(Nc3cccc(F)c3)C2)c1C (stereo unspecified)
20. Cc1ccc(NC(=S)NCCN2CCOCC2)cc1
21. Cc1cc(C(=O)NNc2ccc(C)c(C)c2)no1
22. O=C(c1ccccc1)C(O)(Cc1ccccc1)c1ccccc1 (stereo unspecified)
23. COC(=O)[C@H](Cc1ccccc1)NC(=O)N1CCCCC1
24. CCCCn1c(N)c(N(CCC(C)C)C(=O)C2CC(=O)N(c3cccc(SC)c3)C2)c(=O)[nH]c1=O (stereo unspecified)

Compound	15	16	17	18	19	20	21	22	23	24
Abeta yeast res	-11%	8%	1%	1%	2%	7%	?	11%	4%	10%
IL2 activator	0.4	0.8	-1.4	1.3	-0.6	-2.1	-0.5	-7.9	0.6	-3.0
PLK1 PBD inh	-4%	-5%	-10%	-15%	3%	-4%	-26%	1%	2%	-6%
EPAC1 antagonist	1%	-11%	-4%	-21%	10%	16%	-14%	-20%	6%	9%
aSyn yeast inh	-4%	5%	0%	1%	2%	3%	12%	1%	-10%	-7%
FUS suppressor	-15%	-29%	-5%	11%	9%	.	10%	14%	-3%	35%
EPAC1 ag	-5%	7%	3%	-6%	-9%	-2%	0%	8%	3%	-3%
PI5P4K alpha inh	8	-6	0	1	-3	9	2	1	0	4
WRN inhibitor	-3%	-20%	-9%	10%	4%	-16%	-5%	-12%	9%	3%

25. O=C(Nc1ccon1)c1ccc(F)c(S(=O)(=O)N2CCCCC2)c1
26. C=CCn1c(SCn2nnc3ccccc3c2=O)nnc1-c1ccc(F)cc1
27. Cc1cc(OCC(=O)N2CCOCC2)ccc1NC(=O)C1CCCCC1
28. COc1ccc(/C=N/NC(=O)CN2CCSCC2)cc1C
29. O=C(Nc1nc(-c2cccs2)cs1)c1ccco1
30. O=C(CCC(=O)N1CCN(c2ccccn2)CC1)Nc1nnc(C(F)(F)F)s1

Compound	25	26	27	28	29	30
Abeta yeast res	-4%	-3%	-3%	-8%	-41%[inhibitor]	3%
IL2 activator	-1.8	-2.3	-2.1	-1.3	0.2	-0.1
PLK1 PBD inh	-13%	-1%	-4%	1%	?	-6%
EPAC1 antagonist	-12%	8%	-3%	2%	?	11%
aSyn yeast inh	-16%	23%	0%	-11%	-23%	8%
FUS suppressor	7%	3%	19%	-14%	?	-14%
EPAC1 ag	-14%	3%	-13%	6%	-4%	-2%
PI5P4K alpha inh	4	.	.	-6	-2	-4
WRN inhibitor	-7%	-2%	5%	-8%	-8%	-11%

31. Cn1c(O)c(/C=N/Nc2ccccc2)c(=O)n(C)c1=O
32. COc1cccc(C(=O)NC(C)c2ccc(-c3ccccc3)cc2)c1OC (stereo unspecified)
33. NNC(=O)c1nnn(-c2nonc2N)c1-c1cccs1
34. CCCC1(c2ccccc2)NC(=O)N(CC(=O)c2[nH]c(C)c(C(=O)OCC)c2C)C1=O (stereo unspecified)
35. CC(C)(C)c1cc(C(=O)Nc2ccccc2)ccn1
36. CCN(CC)C(=O)C1=C(C)N(CCC2=CCCCC2)C(=O)C(CC(=O)NCc2cccs2)C1 (stereo unspecified)

Compound	31	32	33	34	35	36
Abeta yeast res	-8%	7%	12%	10%	-5%	0%
IL2 activator	0.8	-0.8	-0.7	-0.2	-1.4	-3.6
PLK1 PBD inh	-16%	-1%	-1%	4%	-6%	-10%
EPAC1 antagonist	-9%	-14%	-5%	-15%	2%	-8%
aSyn yeast inh	2%	-4%	6%	-3%	2%	12%
FUS suppressor	4%	?	12%	22µM*	3%	15%
EPAC1 ag	4%	6%	7%	0%	13%	-16%
PI5P4K alpha inh	-2	15	-20	-9	.	-1
WRN inhibitor	-8%	-9%	-13%	-11%	0%	10%

37. CC(c1ccccc1)n1c(-c2ccncc2)n[nH]c1=S (stereo unspecified)
38. NCCSc1c(-c2ccccc2)[nH]c2ccccc12
39. Cc1cc(C)cc(OCC(=O)Nc2cnn(CCCC(=O)O)c2)c1
40. O=C(COc1ccc(-n2cnnn2)cc1)Nc1ccc(F)c(F)c1F
41. COc1ccccc1C(=O)NC(CCSC)C(=O)N1CCN(C/C=C/c2ccccc2)CC1 (stereo unspecified)
42. CC(C)(C)OC(=O)N1CC2Cc3[nH]c(=O)ccc3C(C2)C1 (stereo unspecified)
43. O=C(c1ccc(F)cc1)C1CCN(Cc2ccccc2)CC1
44. Cc1ccccc1NC(=O)/C(=C/c1ccco1)c1ccccc1
45. O=C(Cn1ncc2c3ccccc3n(Cc3ccccc3)c2c1=O)NCc1ccccn1

Compound	37	38	39	40	41	42	43	44	45
Abeta yeast res	23%	-3%	-6%	-14%	-1%	6%	1%	0%	11%&-4%
IL2 activator	-0.7	-1.4	-3.1	1.0	-1.0	-3.2	-0.6	-1.9	-0.1
PLK1 PBD inh	-13%	0%	0%	-2%	-4%	-16%	1%	-19%	-10%
EPAC1 antagonist	-6%	-7%	-1%	2%	-22%	1%	-5%	-12%	5%
aSyn yeast inh	-10%	1%	-2%	-1%	0%	-5%	-6%	8%	1%
FUS suppressor	-7%	9%	8%	-19%	15%	15%	-6%	-7%	23%&-12%
EPAC1 ag	15%	0%	-8%	0%	16%	11%	0%	4%	-6%
PI5P4K alpha inh	-3	-3	-2	0	1	.	2	-6	0
WRN inhibitor	4%	-6%	9%	10%	-14%	4%	0%	0%	3%

Screening results from PubChem BioAssay.

Not a hit list; about 4.1% have a hit in one of these screens.
